RAD54 inh = blocks human RAD54 Holliday junction branch migration; hit rate 0.14% among 360,000; inhibition, % at 10.4 µM; AID 602329; FAM/BHQ fluorescence; Q92698;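 active = mean normalized replicate activity at least 40 and at least half of replicates scoring 40 or more; inconclusive = only one of the two criteria met; inactive = mean below 40 and under half of replicates reaching 40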;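 note: 0% = median of neutral control wells and 100% = median of positive control wells; inhibitors cause a drop in the FAM fluorescence signal; in these data hits start at about 50%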
Target sequence (Q92698 whole entry, looked up): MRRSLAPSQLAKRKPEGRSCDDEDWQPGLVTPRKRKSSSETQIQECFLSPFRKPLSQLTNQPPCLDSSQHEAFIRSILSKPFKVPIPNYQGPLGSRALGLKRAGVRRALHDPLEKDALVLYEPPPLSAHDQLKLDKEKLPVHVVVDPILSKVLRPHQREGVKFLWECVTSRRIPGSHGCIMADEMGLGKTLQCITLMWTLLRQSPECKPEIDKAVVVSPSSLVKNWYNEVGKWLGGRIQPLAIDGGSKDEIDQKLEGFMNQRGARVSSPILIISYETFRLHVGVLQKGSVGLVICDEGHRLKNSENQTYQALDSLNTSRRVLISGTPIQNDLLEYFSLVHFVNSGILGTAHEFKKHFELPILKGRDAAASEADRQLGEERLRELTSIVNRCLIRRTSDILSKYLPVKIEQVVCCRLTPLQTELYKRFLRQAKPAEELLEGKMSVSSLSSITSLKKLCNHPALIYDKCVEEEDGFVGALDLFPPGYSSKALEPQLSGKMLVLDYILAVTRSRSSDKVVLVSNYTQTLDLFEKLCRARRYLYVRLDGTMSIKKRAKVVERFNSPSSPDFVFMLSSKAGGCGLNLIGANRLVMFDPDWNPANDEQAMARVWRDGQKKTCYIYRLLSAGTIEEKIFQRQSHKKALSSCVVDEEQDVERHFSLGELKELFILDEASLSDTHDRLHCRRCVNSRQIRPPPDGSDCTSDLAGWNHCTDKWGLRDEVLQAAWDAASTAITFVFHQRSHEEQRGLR
esBAF inh = SWI/SNF esBAF complex inhibition | mouse ES cells, Bmi1-luciferase knock-in reporter, 24 h; 100% = twice the neutral-well signal | reporter increase, % at 12.5 µM | hit rate 2% among 350,000 | AID 602393; in the data active = activation above about 40%; inconclusive = no clear call, values can overlap the other calls;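 note: 0% = median of the plate's neutral control wells and 100% = double that signal; a rise in the Bmi1 reporter signal indicates esBAF inhibition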
Casp6 inh = inhibitors of human caspase-6. purified caspase-6, Z-VEID-R110 cleavage fluorescence. inhibition, % at 12.5 µM. hit rate 0.53% among 350,000. AID 686996;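 active = mean inhibition across replicates at least about 35%, with every replicate also reaching that limit, limit read from the data; inconclusive = only one of the two criteria met; inactive = neither criterion met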;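 note: 0% = median of neutral control wells and 100% = no fluorescence left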
Target sequence (P55212 24-179 limits assumed): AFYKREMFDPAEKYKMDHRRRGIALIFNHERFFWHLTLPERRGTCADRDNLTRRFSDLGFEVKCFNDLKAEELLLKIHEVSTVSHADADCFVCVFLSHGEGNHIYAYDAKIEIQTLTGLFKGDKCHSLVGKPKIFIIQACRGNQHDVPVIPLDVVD
Target sequence (P55212 194-293 limits assumed): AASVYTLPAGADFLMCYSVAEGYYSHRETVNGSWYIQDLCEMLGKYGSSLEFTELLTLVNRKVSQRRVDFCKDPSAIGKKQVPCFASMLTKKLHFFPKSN
E-selectin induc = E-selectin induction on HUVECs; HUVEC E-selectin immunofluorescence imaging; normalized: neutral wells 0, TNF-alpha wells 100; P16581; activation, % at 7.58 µM; hit rate 0.37% among 260,000;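 active = mean E-selectin-positive cell signal at least 10% of the positive control, reached in at least 60% of replicates, without over 20% cell loss; inconclusive = no rule given, readout overlaps actives, possibly toxicity-flagged; inactive = the rest, including those meeting only one limit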;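 note: in these data hits start at about 27%; measured in HUVEC primary endothelial cells; signal is the percent of cells scored E-selectin positive by PE staining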
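Test system: HUVEC; input: 3,000 HUVEC/well; measured by: immunofluorescence imaging; read-out: % PE-positive cells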
ARNT TACC3 PPI = disrupts binding between human ARNT and TACC3; inhibition, % at 9.99 µM; hit rate 0.66% among 390,000; Q9Y6A5; AlphaScreen His-ARNT PAS-B/GST-TACC3 binding, luminescence; TACC3 fragment carries E629A point mutation;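 active = mean inhibition of replicates at least 50% and at least half of replicates each reaching 50%; inconclusive = half or more replicates reach 50% but mean below 50%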;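 note: 0% = complete ARNT plus TACC3 wells and 100% = ARNT alone without TACC3; many hits fall short of the cut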
ERp5 block = ERp5 (human) disulfide isomerase inhibition | Q15084 | ERp5 insulin aggregation, absorbance 650 nm, 90 min | inhibition, % at 9.99 µM | hit rate 0.05% among 350,000;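 active = mean replicate inhibition above about 25%, with every replicate also reaching it, limit read from the data, passing the limit was not always enough; inconclusive = only one of those two criteria met; inactive = neither criterion met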
RAD52 inh = inhibitors of human RAD52 DNA annealing; P43351; recombinant RAD52 DNA annealing, FRET fluorescence; inhibition, % at 18.7 µM; hit rate 0.46% among 360,000;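 active = every replicate showing at least 50% inhibition; inconclusive = mean inhibition at least 50% but not in every replicate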
PglD DTNB = PglD (C. jejuni) enzyme inhibition; purified PglD enzyme, DTNB colorimetric CoA detection; inhibition, % at 12.5 µM; hit rate 0.098% among 360,000; in the data active = inhibition above about 16%, passing the limit was not always enough; inconclusive = no clear call, values can overlap the other calls; note: strong numbers were not always called active
Starred values were filed as active, the others as inactive; ? = inconclusive; . = no result given; & = joins results of further samples.

SMILES	RAD54 inh	esBAF inh	Casp6 inh	E-selectin induc	ARNT TACC3 PPI	ERp5 block	RAD52 inh	PglD DTNB
O=C1N(Cc2cccc(Cl)c2)C[C@@H]2C[C@@H](c3ccccn3)N3CCC[C@@]123	-8	0	9	2.9	3	-11	-25	4
O=C(NNC(=O)c1cc(C(F)(F)F)cc(C(F)(F)F)c1)c1ccc(Cl)cc1	-9	.	-7	-0.1	.	-4	-16	9
CCN1CCN(C(c2cccs2)C(C)NC(=O)c2ccccc2)CC1 (centres undefined)	-6	2	-4	0.0	0	-3	1	-2
O=C(CC1CCCC1)N[C@H](C(=O)N1CCC[C@H]1C(=O)NC1CCCC1)c1ccccc1	.	.	-2	0.1	.	-3	-11	.
Cc1csc2ncc(C(=O)N3c4ccccc4CC3C)c(=O)n12 (centres undefined)	-4	0	1	0.1	.	4	-7	-3
Nc1ccc(C(=O)N2N=C(c3ccc(F)cc3)CC2(O)C(F)(F)F)cc1 (centres undefined)	4	8	0	?	-2	1	-14	-6
COc1ccc(S(=O)(=O)Nc2ccc3c(c2)C(=O)N([C@@H](C)CO)C[C@@H](C)[C@H](CN(C)Cc2ccc(-c4ccccc4)cc2)O3)cc1	-4	6	1	-0.1	-1	-6	17	1
Cc1noc(C)c1S(=O)(=O)Nc1ccc2c(c1)C(=O)N([C@@H](C)CO)C[C@@H](C)[C@@H](CN(C)S(=O)(=O)c1ccc(Cl)cc1)OCCCC[C@@H](C)O2	-1	1	-2	.	10	1	-48	1
C[C@H]1CN([C@@H](C)CO)S(=O)(=O)c2ccc(-c3ccccc3)cc2O[C@H]1CN(C)C(=O)Cc1ccccc1	-1	0	-4	-0.6	0	0	13	-1
CCOc1ccc(OCC)c(NC(=O)C2C3C=CC(O3)C2C(=O)O)c1 (centres undefined)	-5	4	-1	-1.1	.	-14	-6	4
COc1ccc(Cc2nc(N)nc(N)n2)cc1	3	2	-3	.	-1	-3	-10	1
CC(C)CC1NC(=S)N(C2CCCCC2)C1=O (centres undefined)	1	-8	.	.	-20	.	.	8
CC(/C=C/c1ccccc1F)=N\NC(=O)c1cccc(F)c1	.	.	1	.	3	-9	-21	.
C[C@@H]1CN([C@@H](C)CO)C(=O)Cc2cc(NS(=O)(=O)c3cccs3)ccc2O[C@H]1CN(C)Cc1ccc(C(F)(F)F)cc1	4	-3	2	-4.9	-5	-2	-7	-3
COCCCNC(=S)N/N=C/c1ccc(OC)c(Br)c1	.	.	7	-0.1	4	-6	-9	.
COC(=O)C1=C(C)N(Cc2ccccc2)C(=NCc2cccc(C(F)(F)F)c2)N[C@H]1c1cccc(C(F)(F)F)c1	-8	-82	.	.	2	.	.	-1
CC(C)CNC(=O)C1CCN(S(=O)(=O)c2ccc3c(c2)OCCO3)CC1	.	.	0	-0.1	-1	2	1	.
CCc1ccccc1NC(=O)CNC(=O)CCNC(=O)Nc1ccccc1	-9	4	1	6.0	.	-12	-9	-10
CC/C(=C\c1ccc(N(C)C)cc1)c1ccncc1	.	.	-1	9.5	11	-5	-26	.
O=C(NCC[C@H]1CC[C@H](NC(=O)c2cnccn2)[C@H](CO)O1)Nc1ccc(Cl)cc1	2	27	1	-1.9	-4	4	-2	3
O=C(N/N=C\C=C\c1ccco1)c1cncc(Br)c1	-7	-3	16	-0.1	4	1	-7	-6
O=C1NCCCCC1NS(=O)(=O)c1ccccc1 (centres undefined)	.	.	0	0.2	-17	3	-3	.
CC(C)NC(=O)Nc1ccc2c(c1)C(=O)N([C@@H](C)CO)C[C@H](C)[C@@H](CN(C)C(=O)Nc1ccc3c(c1)OCO3)OCCCC[C@@H](C)O2	3	2	-1	.	-3	0	0	1
N/C(=N\N=C\c1ccco1)SC1CC(=O)N(c2ccccc2)C1=O (centres undefined)	.	.	7	2.3	-1	1	-11	.
CC1Cc2ccccc2N1CC(=O)Nc1ccc2c(c1)OC(F)(F)O2 (centres undefined)	2	-3	.	.	5	.	.	-1
CN1c2ccc(-c3ccc(F)cc3)cc2[C@H]2[C@H](CCN2C(=O)c2ccc(F)cc2)[C@@H]1CO	.	.	0	0.4	.	-2	-12	.
C[C@@H]1CN([C@H](C)CO)C(=O)c2cccc(NS(C)(=O)=O)c2O[C@@H]1CN(C)Cc1ccncc1	1	1	1	262*	2	1	12	0
O=C(COC(=O)C12CC3CC(CC(Br)(C3)C1)C2)N1CCOCC1	.	.	-3	.	-3	-1	-7	.
COc1ccc(NC(=O)C2CCN(S(=O)(=O)c3ccc(Cl)c(C(F)(F)F)c3)CC2)cn1	-5	-5	-7	-0.2	.	-1	-35	5
Cc1ccc(Cn2c(SCCN3CCCCC3)nc3c2c(=O)n(C)c(=O)n3C)cc1	-3	-4	.	.	8	.	.	0

Ordered by count of non-hydrogen atoms (largest number first): 3 of the compounds above.
SMILES	RAD54 inh	esBAF inh	Casp6 inh	E-selectin induc	ARNT TACC3 PPI	ERp5 block	RAD52 inh	PglD DTNB
COC(=O)C1=C(C)N(Cc2ccccc2)C(=NCc2cccc(C(F)(F)F)c2)N[C@H]1c1cccc(C(F)(F)F)c1	-8	-82	.	.	2	.	.	-1
CCN1CCN(C(c2cccs2)C(C)NC(=O)c2ccccc2)CC1 (centres undefined)	-6	2	-4	0.0	0	-3	1	-2
N/C(=N\N=C\c1ccco1)SC1CC(=O)N(c2ccccc2)C1=O (centres undefined)	.	.	7	2.3	-1	1	-11	.

More records
SMILES	RAD54 inh	esBAF inh	Casp6 inh	E-selectin induc	ARNT TACC3 PPI	ERp5 block	RAD52 inh	PglD DTNB
CCOc1ccccc1NC(=O)CCc1ccc(C)o1	4	-1	.	.	-19	.	.	7
CCN(CC)Cc1csc(C(N)=O)c1	-1	4	.	13	-3	.	.	-6
Cc1ccc(C(=O)NCCc2nnc3ccc(SCC(=O)N4CCCC4)nn23)cc1	7	.	1	-0.8	-5	3	-12	1
O=C(COC(=O)CCc1ccccc1)NC12CC3CC(CC(C3)C1)C2	-5	0	-2	0.0	-2	1	-16	-2
CCCn1c(N2CCC(Cc3ccccc3)CC2)nc2c1c(=O)[nH]c(=O)n2C	-10	2	.	.	-3	.	.	6
CCN(CC)S(=O)(=O)c1ccc(C(=O)/C=C/c2ccc(-c3ccc([N+](=O)[O-])cc3)o2)cc1	.	11	0	-2.7	23	2	-34	.
CCOc1ccc2nc(NC(=O)C3CCN(c4cnccn4)CC3)sc2c1	-13	-4	.	.	4	.	.	2
COc1cccc(NC(=O)N(C)C[C@@H]2OCc3cn(nn3)CCCC(=O)N([C@@H](C)CO)C[C@H]2C)c1	-3	-2&3	-1&-4	0.3&0.2	-4	0&4	19&0	1
O=C(c1cc2cc(Cl)ccc2oc1=O)N1CCOCC1	-7	-13	.	.	-6	.	.	-5
Cc1cc(=O)[nH]c(/N=C(\N)Nc2cccc3ccccc23)n1	14	9	.	.	0	.	.	-7
COC(=O)c1sc(S(=O)(=O)NCc2ccccc2)c(C(=O)OC)c1C	-2	14	.	.	16	.	.	0
CCCNC(=O)C1(C)CCN(C(=O)COc2ccc(Cl)cc2Cl)C1 (centres undefined)	3	3	0	-0.2	.	5	1	7
C[C@@H]1CN([C@@H](C)CO)C(=O)c2cc(NS(C)(=O)=O)ccc2O[C@@H]1CN(C)S(=O)(=O)c1cn(C)cn1	3	1	0	-15	-4	3	-16	11
CCN(C(=O)COC(=O)COc1ccc2c(c1)CCC2)c1c(N)n(Cc2ccccc2)c(=O)[nH]c1=O	0	7	-2	0.0	0	0	-4	-3
Cc1cc(C)c2c(N)c(C(=O)NCC3CCCCC3)sc2n1	-4	8	.	.	-1	.	.	1
COc1ccc(CCNS(=O)(=O)c2ccc(-c3ccc(=O)[nH]n3)o2)cc1OC	-7	2	1	.	-2	1	-1	1
CCOc1ccc(N2C(=O)CC(SCc3nc4ccccc4[nH]3)C2=O)cc1 (centres undefined)	.	.	2	.	18	-1	2	.
Cc1ccc(-c2cc(N)nc(-c3ccccc3)c2)cc1	7	34	2	.	-3	0	-16	-6
O=S(=O)(c1ccc(SCc2ccc(Cl)cc2)nc1)N1CCCC1	7	3	1	0.1	-11	1	-4	4
COc1ccccc1CNC(=O)C[C@H]1CC[C@@H](NC(C)=O)[C@H](CO)O1	-8	-6	2	-0.3	0	1	4	9
CCOc1ccc(/C=N/NC(=O)C2(O)c3ccccc3-c3ccccc32)cc1	-6	0	6	.	-2	-9	-9	1
COc1ccccc1-c1ccc([C@H]2[C@@H](CO)N3CCCCN(C(=O)c4cccnc4)C[C@@H]23)cc1	6	7	3	-0.1	-7	1	2	-1
O=C(COC(=O)C1CCC1)NCc1ccccc1	-6	-3	-1	0.9	3	4	-11	0
Cc1cc(-c2nnc3n2N=C(c2ccc(-c4ccccc4)cc2)CS3)n[nH]1	-1	-3	.	.	10	.	.	3
Cc1ccc(CNC(=O)c2ccc3c(=O)c(O)c(-c4ccc(C)cc4)[nH]c3c2)cc1	0	-26	-4	-0.1	-6	-3	-7	-2
CCCN(CCC)C(=O)c1ccc2nc(-c3ccc(OC)c(OC)c3)c(-c3ccc(OC)c(OC)c3)nc2c1	3	13	1	-0.1	-24	2	1	-11
COC(=O)c1c(CSc2cccc(C)c2)noc1C(=O)NCc1ccco1	-1	-5	4	0.1	8	3	-12	-2
Cc1ccc(C(=O)O/N=C(\N)c2cccc([N+](=O)[O-])c2)cc1	-6	40	2	.	-4	-6	-14	-1
CCN1CCN(CCCOc2ccc(Cl)cc2Br)CC1	.	.	-9	.	7	1	-4	.
C[C@H](CO)N1C[C@H](C)[C@@H](CN(C)S(=O)(=O)c2ccc(Cl)cc2)Oc2c(cccc2N(C)C)C1=O	-17	-1	0	.	-3	6	-2	-6
CC(C)c1nnc(NC(=O)C2c3ccccc3Oc3ccccc32)s1	-7	2	.	.	-9	.	.	3
Cc1ccc(NC(=O)COC(=O)Cc2ccccc2)cc1S(=O)(=O)N1CCOCC1	0	3	-2	-0.4	5	-9	-4	6
O=C(OCC(=O)N1CCCCC1)c1cc(NS(=O)(=O)c2ccc(Cl)c([N+](=O)[O-])c2)ccc1O	.	.	5	.	-6	0	3	.
Cc1cc(C)c(OCC(=O)NCC(c2ccco2)N2CCCCC2)c(C)c1 (centres undefined)	5	5	3	0.3	4	-7	-23	2
O=C1c2ccccc2C(=O)C1c1ccccc1	-7	-1	-1	?	2	-5	-4	1
C[C@@H]1CN([C@@H](C)CO)C(=O)c2cc(NC(=O)Nc3ccc(F)cc3)ccc2O[C@@H](C)CCCCO[C@H]1CN(C)Cc1ccc(Cl)c(Cl)c1	4	1	-1	0.0	48*	2	-11	-7
CC(C)COc1ccc(C(=O)N(Cc2ccco2)C2CCS(=O)(=O)C2)cc1 (centres undefined)	7	7	.	.	-2	.	.	0
Brc1cccc(-c2nnc3sc(CNC4CCCC4)cn23)c1	2	-51	-2	0.1	-3	-1	-26	-1
CCNC(=O)[C@@H]1[C@@H](CO)[C@@H]2Cn3c(ccc(-c4ccccc4)c3=O)[C@@H]2N1Cc1cc(F)ccc1F	-12	-3	2	-0.5	7	2	1	3
Cc1ccc(C)c(N(C(=O)c2snc(C(N)=O)c2N)C(C(=O)NCC2CCCO2)c2ccc(C)o2)c1 (centres undefined)	.	-1	4	2.4	0	7	-20	.
COc1ccccc1-c1n[nH]c(=S)o1	2	-6	.	.	19	.	.	0
CCOC(=O)c1c(C2COc3ccccc3O2)csc1NC(=O)c1ccco1 (centres undefined)	-4	-1	.	.	-8	.	.	-3
C[C@H](CO)N1C[C@H](C)[C@@H](CN(C)Cc2ccc(C(=O)O)cc2)Oc2ccc(NC(=O)C3CCCCC3)cc2C1=O	12	2	1	.	3	0	-3	0
COc1cccc(/C=C2\SC(=O)N(CCC(=O)N3CCC(C(=O)O)CC3)C2=O)c1	-7	1	4	.	-4	0	-17	2

Screening results: PubChem BioAssay, Broad Institute

Not a hit list. About 3.2% of those tested had a hit in this group.
